# AMA1-RON2 inh = AMA1-RON2 (P. falciparum) interaction inhibition. AlphaScreen AMA1-biotinylated RON2 peptide binding. Potency, µM (titrated, usually from 58.2 µM), inactives show at the highest dose activity change, negative = inhibition, actives largely listed as inhibitors. 360,000 tested, 0.2% active. AID 720542;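 further: potency means the concentration at half of the fitted maximal effect; 0% = vehicle wells and -100% = peptide control; nearly all actives have a fitted effect of over 45% in size; some results filed as inactive show a strong effect at the top dose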
#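 AMA1 (3D7) with his tag at 25 nM final met compounds first, then biotinylated RON2 peptide at 25 nM; detection used donor plus acceptor beads, 10 µg/mL apiece, read by AlphaScreen after 30 min at room temperature.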
# Sm TGR inh = S. mansoni TGR enzyme inhibition. 360,000 tested, 3% active. Potency, µM (highest dose often 114 µM), inactives show at the top dose activity change, negative = inhibition, usual class: inhibitors. purified TGR, DTNB reduction, TNB absorbance 405 nm; further: potency means the concentration at half of the fitted maximal effect; nearly all actives have a fitted effect of over 60% in size
#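 TGR 20 nM + NADPH 100 uM (dispensed conc.), cpd preinc 15 min RT; start with NADPH (500 uM addition) then DTNB (15 mM addition). Kinetic TNB absorbance, 405 nm filter. Four-parameter Hill fit across titration.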
# AmpC detergent = AmpC beta-lactamase inhibition with detergent present; P00811; AmpC hydrolysis of nitrocefin, absorbance 480 nm, 0.01% Triton; Potency, µM (top dose mostly 114 µM), without a hit: at the top dose activity change, negative = inhibition, hits mostly inhibitors; 370,000 tested, 0.041% active; AID 485294;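 further: potency means the concentration at half of the fitted maximal effect; 0% = no-compound wells and -100% = no-enzyme wells; nearly all actives have a fitted effect of over 25% in size; some results filed as inactive show a strong effect at the top dose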
# Target sequence (P00811 whole entry, looked up): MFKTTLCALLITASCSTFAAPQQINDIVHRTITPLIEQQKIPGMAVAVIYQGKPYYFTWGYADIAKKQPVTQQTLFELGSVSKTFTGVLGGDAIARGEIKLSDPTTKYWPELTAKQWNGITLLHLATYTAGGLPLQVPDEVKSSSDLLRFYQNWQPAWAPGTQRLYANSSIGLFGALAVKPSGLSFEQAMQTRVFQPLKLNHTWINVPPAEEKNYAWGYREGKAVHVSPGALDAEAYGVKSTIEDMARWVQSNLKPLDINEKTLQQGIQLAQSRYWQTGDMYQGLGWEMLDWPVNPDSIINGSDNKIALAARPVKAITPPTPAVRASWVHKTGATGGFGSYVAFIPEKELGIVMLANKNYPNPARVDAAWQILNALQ
#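 20 mM phosphate pH 7.0 + 0.01% (detergent screen) or 0.0001% Triton X-100; 5.3 nM AmpC reagent; cpd preinc 15 min RT; nitrocefin (800 uM stock) to start; A480 q20 s × 4 min; Activity was normalised to no-enzyme and no-compound control wells.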
# Giardia FBPA inh = Giardia lamblia aldolase inhibition; 290,000 tested, 0.71% active; A8B2U2; Potency, µM (highest dose often 59.6 µM), for inactives: at the highest dose activity, negative = inhibition, usual class: inhibitors; purified Giardia FBPA; further: potency means the concentration at half of the fitted maximal effect; nearly all actives have a fitted effect of over 55% in size
# Target sequence (A8B2U2 whole entry, looked up): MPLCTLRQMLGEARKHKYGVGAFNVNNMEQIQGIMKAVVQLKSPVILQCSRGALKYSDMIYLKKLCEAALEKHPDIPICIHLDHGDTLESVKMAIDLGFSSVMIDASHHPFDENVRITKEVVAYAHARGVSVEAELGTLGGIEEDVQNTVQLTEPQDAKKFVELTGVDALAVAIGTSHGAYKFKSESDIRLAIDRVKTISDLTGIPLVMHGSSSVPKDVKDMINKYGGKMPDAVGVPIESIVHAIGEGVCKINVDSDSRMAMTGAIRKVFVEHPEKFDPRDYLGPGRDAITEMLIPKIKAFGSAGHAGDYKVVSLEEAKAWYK
#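 40 nM FBPA preincubated 10 min at RT with compound (up to 57.5 uM final), then substrate plus GAPDH/TPI/NAD/arsenate coupling and diaphorase/resazurin added. Fluorescence read after 20 min at RT, 525/598 nm.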
# HCMV antiviral = inhibitors of human cytomegalovirus; HFF cells, HCMV-luciferase reporter, 72 h; hits give low values; 410,000 tested, 4.5% active; activity change, negative = inhibition, % at 57.5 µM; in the data active means activity change below about -60%; inconclusive means no clear call, values can overlap the other calls; inactive means above about -39%
#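 Screen run at 2 compound doses on HFFs infected with reporter HCMV, MOI 1 PFU/cell. Luciferase activity from cell lysates at 72 h post infection gave inhibition relative to buffer-only and Salinomycin wells.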
# AmpC no deterg = inhibitors of E. coli AmpC beta-lactamase without detergent. P00811. AmpC nitrocefin hydrolysis, absorbance 480 nm, 0.0001% Triton. Potency, µM (highest dose often 57.1 µM), for the others: at the top dose activity change, negative = inhibition, hits mostly inhibitors. 330,000 tested, 0.52% active. AID 485341;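 further: potency means the concentration at half of the fitted maximal effect; plate controls were no compound for no effect and no enzyme for full effect; nearly all actives have a fitted effect of over 20% in size; some results filed as inactive show a strong effect at the top dose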
#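 AmpC (5.3 nM in the dispensed reagent) in 20 mM phosphate pH 7.0 with 0.01% (detergent screen) or 0.0001% Triton X-100 was preincubated with compounds for 15 min at room temperature. Nitrocefin was then added from an 800 uM solution, and hydrolysis was followed at 480 nm.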
# * hit, by the source's call; ? = inconclusive; nt = not tested or not shown; [ ] = remark or other dose. Unless noted, the call rests on the fitted dose curve; in most records, active means well fitted curve in the direction sought with a large enough effect; inconclusive means small, poorly fitted or top-dose-only effect, or another doubt; inactive means no such curve, though single readings can be large; an effect the other way counts as inactive or inconclusive. Unless noted, on the % scale 0 is the no-effect control and ±100 the full control effect.
nr	molecule	AMA1-RON2 inh	Sm TGR inh	AmpC detergent
1	Cc1cccc(-c2nc3c(c(SCC(=O)N4CCOCC4)n2)COC(C)(C)C3)c1	18.5%	0.0%	0.2%
2	CC1(C)N=C(c2ccc(Cl)cc2)C(=O)N1	1.2%	-26.5%	?
3	CC(=O)N(C)C1=C(O)c2ccccc2C(=O)C1=O	7.4%	4.4%	-2.3%
4	COc1ccc(N2CCN(C3CC(=O)N(C)C3=O)CC2)cc1 (centres undefined)	0.0%	1.9%	4.4%
5	COc1ccc(-c2cc(=O)oc3cc(OCC(=O)NCCN4CCOCC4)ccc23)cc1	-4.1%	4.0%	-15.5%
6	CC(C)CN(C(=O)CCNC(=O)c1ccc(Cl)cc1)C1CCS(=O)(=O)C1 (centres undefined)	-3.5%	nt	nt
7	CCOC(=O)c1cc2ccccc2n1CC(=O)c1ccccc1	4.0%	18.6%	-9.7%
8	Cc1cc(C)n(CC(O)COc2ccc(F)cc2)n1 (centres undefined)	2.0%	3.8%	3.0%
9	CCOC(=O)CCc1c(C)c(C#N)c2nc3ccccc3n2c1-n1ccnc1C	-5.5%	-0.1%	-11.0%
10	Cc1ccc(Cc2cnc(NC(=O)c3ccc4c(c3)CC(c3ccccc3)OC4=O)s2)cc1 (centres undefined)	nt	0.2%	13.4%
11	COc1ccc(-c2ccnc3nc(/N=C/N(C)C)nn23)cc1	24.7%	3.5%	-9.3%
12	COc1ccc(NC(=O)Cn2c(-c3ccccc3)cc(C(C)=O)c2C)c(OC)c1	17.2%	9.2%	4.4%

nr	Giardia FBPA inh	HCMV antiviral	AmpC no deterg
1	nt	0.0	44.4%
2	6.3%	32.3	-7.6%
3	nt	45.9	-6.7%
4	1.5%	20.4	-13.3%
5	-12.5%	6.9	17.9%
6	nt	-19.5	-0.4%
7	10.6%	11.4	-6.9%
8	6.3%	26.3	-14.0%
9	5.7%	17.4	6.1%
10	nt	-2.2	nt
11	-2.8%	15.4	-11.8%
12	-2.5%	?	-5.3%

# 4 structures already listed, sorted by number of heavy atoms, highest first.
nr	molecule	AMA1-RON2 inh	Sm TGR inh	AmpC detergent
10	Cc1ccc(Cc2cnc(NC(=O)c3ccc4c(c3)CC(c3ccccc3)OC4=O)s2)cc1 (centres undefined)	nt	0.2%	13.4%
5	COc1ccc(-c2cc(=O)oc3cc(OCC(=O)NCCN4CCOCC4)ccc23)cc1	-4.1%	4.0%	-15.5%
9	CCOC(=O)CCc1c(C)c(C#N)c2nc3ccccc3n2c1-n1ccnc1C	-5.5%	-0.1%	-11.0%
6	CC(C)CN(C(=O)CCNC(=O)c1ccc(Cl)cc1)C1CCS(=O)(=O)C1 (centres undefined)	-3.5%	nt	nt

nr	Giardia FBPA inh	HCMV antiviral	AmpC no deterg
10	nt	-2.2	nt
5	-12.5%	6.9	17.9%
9	5.7%	17.4	6.1%
6	nt	-19.5	-0.4%

# Carrying on:
nr	molecule	AMA1-RON2 inh	Sm TGR inh	AmpC detergent
13	CCCN1CCc2c(sc3nc(SC)n(-c4ccccc4)c(=O)c23)C1	-1.9%	-18.1%	?
14	CCc1nc(SCC(=O)N2CCCC2)c2ccccc2n1	1.3%	23.8%	1.1%
15	CCOC(=O)C1CCCN(C(=O)Cc2ccc(OC)c(OC)c2)C1 (centres undefined)	?	-3.3%	1.1%
16	CCc1nc(Oc2cccc(F)c2)c2oc3ccccc3c2n1	nt	8.8%	8.1%
17	COc1ccc(CNC(=O)c2ccc3c(c2)nc2n3CCC(C)C2)c(OC)c1 (centres undefined)	nt	4.4%	-3.1%
18	COc1ccc2c(CC(=O)Nc3ccc(OC)c(S(=O)(=O)N4CCOCC4)c3)coc2c1	-14.4%	0.5%	-11.8%
19	CCOC(=O)N1CCN(C(=O)c2cn(CC)c3ccc(S(=O)(=O)N4CC(C)CC(C)C4)cc3c2=O)CC1 (centres undefined)	-4.9%	2.7%	2.8%
20	COc1cccc(-c2cc(N)nn2C(=O)Nc2ccc(Cl)cc2)c1	-4.6%	0.6%	?
21	CSCCC(NS(=O)(=O)c1ccc2c(c1)oc(=O)n2C)C(=O)NCCc1ccc(C)cc1 (centres undefined)	nt	3.2%	1.6%
22	COc1ccc(OC)c(Cc2nnc(CCC(=O)N3CCCCC3)o2)c1	3.3%	nt	-2.2%
23	CC(Nc1nc(-c2cccnc2)nc2ccccc12)c1ccc(F)cc1 (centres undefined)	-19.3%	2.5%	-7.6%
24	CN(C)c1nc(C#N)nc(N(C)C)n1	-6.1%	-0.4%	5.2%

nr	Giardia FBPA inh	HCMV antiviral	AmpC no deterg
13	2.7%	?	11.4%
14	0.2%	?	-37.2%
15	-11.6%	5.7	-1.2%
16	nt	9.5	nt
17	nt	?	nt
18	-0.4%	-18.9	22.3%
19	0.7%	22.4	14.5%
20	0.1%	-5.1	-43.7%
21	nt	0.0	nt
22	3.2%	-15.4	11.5%
23	5.8%	-34.2	-22.7%
24	9.4%	?	-10.8%

# Later entries:
nr	molecule	AMA1-RON2 inh	Sm TGR inh	AmpC detergent
25	COCC(=O)Oc1c(S(=O)(=O)c2ccc(C)cc2)c(C)nn1C(C)(C)C	3.6%	?	-0.6%
26	CC(=O)NC(CC(=O)NNC(=O)c1cccs1)c1ccccc1 (centres undefined)	-7.3%	6.0%	2.6%
27	COCCN(CCOC)C(=O)CC(=O)N(CCOC)CCOC	-7.9%	4.3%	0.4%
28	Cc1ccc(N=CC=C2OC(C)(C)C(C)(C)O2)cc1	-4.2%	-1.3%	2.2%
29	Clc1ccc(-c2nnn(Cc3nc4ccccc4s3)n2)cc1	1.0%	1.9%	?
30	COc1ccc(Nc2nc(NCc3ccco3)nc(N/N=C/c3ccccc3)n2)cc1	-25.9%	-1.7%	-5.1%
31	CCC12CN3CC(C)(CN(C1)C3c1ccccc1C)C2=O (centres undefined)	nt	1.2%	19.1%
32	CN(CC(=O)NCc1ccc(F)cc1)S(=O)(=O)c1ccc2c(c1)c(=O)n(C)c(=O)n2C	-8.1%	-4.1%	-4.5%
33	COc1ccc(NC(=S)NNS(=O)(=O)c2ccc3ccccc3c2)c(OC)c1	23.6%	nt	2.2%
34	CCN(CC)CC(=O)N1CCCC(N2CCN(c3cccc(C(F)(F)F)c3)CC2)C1 (centres undefined)	0.4%	3.2%	?
35	Cc1cc(C)c2cc(CN(Cc3cccnc3)C(=O)c3ccc(F)cc3)c(Cl)nc2c1	0.0%	13.2%	-1.0%
36	O=C(Nc1ccc(Cl)cc1Cl)c1cccc(N2C(=O)C=CC2=O)c1	-13.8%	-16.1%	?

nr	Giardia FBPA inh	HCMV antiviral	AmpC no deterg
25	-1.8%	-70.7*	-13.5%
26	nt	-16.0	-29.0%
27	2.7%	56.3	-8.9%
28	1.3%	3.5	66.7%[activator]
29	-2.9%	129.2	-26.4%
30	12.0%	22.4	-39.7%
31	nt	-7.2	nt
32	5.0%	?	-0.6%
33	-6.3%	17.8	-28.4%
34	-0.9%	-11.2	47.0%
35	2.5%	-16.3	151.9%[activator]
36	nt	-72.7*	-31.6%

# More structures
nr	molecule	AMA1-RON2 inh	Sm TGR inh	AmpC detergent
37	COc1ccc(C2N=C(c3ccccc3)NC(c3ccccc3)=N2)cc1	-0.3%	3.1%	0.8%
38	CCOc1ccc(CNC(=O)c2ccccc2NC(=O)C2=CSCCO2)cc1	-1.4%	-6.9%	?
39	Fc1ccc(NCc2nnc3n2CCCCC3)cc1	-0.3%	3.9%	10.0%
40	CC1CCCC(C)N1CCCNC(=O)c1cc2c(s1)-c1ccccc1OC2 (centres undefined)	5.7%	-4.4%	-11.0%
41	O=C(Nc1ccccc1OCc1cc(=O)n2ccccc2n1)Nc1ccccc1C(F)(F)F	nt	6.4%	25.3%
42	CCCCNC(=O)c1cc(C)nc2ccccc12	3.3%	15.2%	3.9%
43	CN(C)S(=O)(=O)c1cccc(NC(=O)CSc2nncn2-c2ccccc2)c1	-7.7%	-2.3%	3.3%
44	Cc1nn(CCOc2ccccc2)c(=O)n1-c1c(F)cccc1F	-0.5%	-6.1%	-7.2%
45	CCSc1ccc(-c2ccco2)nn1	-8.0%	12.6µM*	-7.9%
46	O=C(CCC(F)(F)F)N1CCCC(CO)(CCc2ccccc2)C1 (centres undefined)	-4.4%	-0.5%	?
47	CC1(C)CC2CC(C)(CN2C(=O)COC(=O)c2cccc(O)c2)C1 (centres undefined)	0.5%	6.4%	?
48	CCOC(=O)c1c(NC(=O)COC(=O)CC(NC(C)=O)c2ccccc2)sc(C(=O)NC)c1C (centres undefined)	21.3%	?	-11.6%

nr	Giardia FBPA inh	HCMV antiviral	AmpC no deterg
37	-0.1%	-18.5	-24.2%
38	nt	8.6	-28.6%
39	0.6%	45.6	-2.5%
40	7.6%	-33.2	47.1%
41	nt	-2.5	nt
42	1.9%	-16.3	-11.7%
43	0.5%	-37.0	-24.0%
44	3.5%	34.7	0.6%
45	-22.4%	-4.8	-25.0%
46	-1.4%	20.5	53.6%
47	nt	-9.4	-10.6%
48	nt	29.1	76.1%[activator]

# New compounds follow
nr	molecule	AMA1-RON2 inh	Sm TGR inh	AmpC detergent
49	Cc1nn(CCCC(=O)NCc2ccc(F)cc2)c(=O)c2nccn12	28.4%	0.5%	-6.2%
50	COc1cc(CNC2CCCC2)c(Br)cc1OC1CCCC1	-7.9%	nt	-1.6%
51	O=C(OCC(=O)c1ccc[nH]1)c1ccc(Cl)c(Cl)c1	9.7%	nt	nt
52	Cc1ccccc1OCCC(=O)OCC(=O)N1CCN(S(=O)(=O)c2ccc(Cl)cc2)CC1	-7.5%	0.3%	-6.9%
53	O=C(NCc1cccs1)c1ccc(CS(=O)(=O)c2ccc(Cl)cc2)o1	2.3%	3.5%	-0.8%
54	COC(=O)c1ccc(N2CCc3ccccc32)c([N+](=O)[O-])c1	12.6µM*	15.0%	-11.8%
55	CCc1ccccc1NC(=O)c1cccc(N2C(=O)C3C4CCC(C4)C3C2=O)c1 (centres undefined)	-6.1%	4.0%	-2.6%
56	CC(NC(=O)c1cc(S(=O)(=O)N2CCCC2)cn1C)c1ccccc1 (centres undefined)	0.0%	-24.2%	?
57	O=C(NC12CC3CC(CC(C3)C1)C2)N1CCN(C(=O)C2CCCO2)CC1 (centres undefined)	1.2%	-11.0%	-10.8%
58	COc1ccccc1NC(=O)CN(c1ccc(C)cc1)S(=O)(=O)c1c(C)n[nH]c1C	?	13.1%	4.9%
59	CCC(CO)NC1=C([N+](=O)[O-])C(=O)CC(C)(C)C1 (centres undefined)	12.4%	6.0%	-1.2%

nr	Giardia FBPA inh	HCMV antiviral	AmpC no deterg
49	7.1%	28.3	-11.9%
50	-3.5%	-37.8	15.7%
51	nt	?	-10.6%
52	nt	-10.6	71.6%[activator]
53	0.9%	-7.2	-20.0%
54	1.3%	-15.1	-23.8%
55	-1.9%	-11.7	-2.3%
56	14.6%	19.5	12.1%
57	1.8%	-20.9	-7.6%
58	-6.2%	-33.8	72.7%[activator]
59	6.0%	-33.1	-16.5%
